Assay outcomes as filed in PubChem BioAssay.
PG9 binder = binders of HIV-1 gp120 antibody PG9, primary screen, biochemical, TR-FRET. HIV-1 gp120 / PG9 antibody interaction. TR-FRET gp120-PG9 antibody binding. inhibition, % at 6.7 µM. 360,000 compounds, 0.43% hits; in the data active means inhibition above about 8.5%
ssDAF12 agonist = S. stercoralis DAF-12 nuclear receptor activators, primary screen, cell-based, luminescence, HEK293, GRIP1 co-expression, lit1-tk-luc | HEK293 ssDAF-12/GRIP1 lit1-tk-luc reporter; % of 3 µM dafachronic acid response | activation, % at 6.8 µM | 370,000 compounds, 1% hits | AID 652126, 2013;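 active means activation above the mean over all tested compounds plus 3 SD, cut at about 0.9% in these data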;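 further: 0% = DMSO-only wells and 100% = 3 µM delta7-dafachronic acid wells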
PLC-beta3 inh = human PLC-beta3 inhibitors, primary screen, biochemical, fluorescence | Purified PLC-beta3, fluorogenic substrate | inhibition, % at 12.2 µM | 370,000 compounds, 0.18% hits; in the data active means inhibition above about 11%;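 further: 0% = median of compound wells on plate and 100% = full blocker control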
hgDAF12 agonist = H. glycines DAF-12 receptor agonists, primary screen, cell-based, luminescence, HEK293, GAL4 fusion, UAS-luciferase; HEK293 GAL4-hgDAF12 UAS-luciferase reporter, agonist luminescence; normalized to butyrate control; AID 687014, 2013; 370,000 compounds, 1.8% hits; Nuclear hormone receptor DAF-12 (Heterodera glycines), GAL4 fusion; activation, % at 6.8 µM;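 active means activation above a cutoff set at the mean of all screened compounds plus 3 SD, cut at about 10% in these data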;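 further: 0% = DMSO wells and 100% = sodium butyrate wells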
SMARCA2 act = SMARCA2 (BRM) function activators, primary screen, cell-based, luminescence, high throughput; 370,000 compounds, 1% hits; MG213 cells, MMTV-luciferase reporter, dexamethasone, overnight; activation, % at 9.1 µM; in the data active means activation above about 7.8%;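 further: 0% = vehicle wells and 100% = reference activator wells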
DAX1 inh-1 = DAX1 (NR0B1) inhibitors, primary screen, cell-based, HEK293, Gal4-DAX1, luciferase luminescence; Nuclear receptor subfamily 0 group B member 1 (Homo sapiens), P51843; AID 504766, 2011; inhibition, % at 6.75 µM; 340,000 compounds, 0.99% hits; HEK293 Gal4-DAX1 luciferase reporter;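 active means inhibition above the mean over all tested compounds plus 3 SD, cut at about 4.2% in these data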;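 further: 0% = DAX1-transfected cells with DMSO and 100% = empty-vector control cells with DMSO; inhibition shows as a rise in luminescence from relieved DAX1 repression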
Target sequence (P51843 207-470 limits assumed): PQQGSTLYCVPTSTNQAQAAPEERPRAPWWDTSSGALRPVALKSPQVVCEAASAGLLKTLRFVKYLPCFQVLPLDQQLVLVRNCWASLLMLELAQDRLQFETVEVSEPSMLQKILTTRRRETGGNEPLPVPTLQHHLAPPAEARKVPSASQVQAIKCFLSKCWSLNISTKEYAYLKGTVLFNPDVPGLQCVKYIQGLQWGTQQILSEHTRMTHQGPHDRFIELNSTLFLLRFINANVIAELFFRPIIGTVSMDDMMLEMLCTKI
Rev-erbA mod = modulators of Rev-erb alpha DNA binding, primary screen, biochemical, FITC-DNA, fluorescence polarization, uHTS | AID 1259318, 2017 | Rev-erbα–FITC-DNA binding, 90 min | activity, % at 10 µM | 370,000 compounds, 0.79% hits;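 active means activity above about 14%, limit read from the data; passing the limit was not always enough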;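 further: 0% = DMSO wells with 35 nM protein and 100% = DMSO wells with 750 nM protein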
DAX1 inh-2 = DAX1 (NR0B1) inhibitors on StAR promoter, primary screen, cell-based, luminescence, SF-1 (NR5A1), full-length DAX-1; HEK293T StAR-luciferase reporter, SF-1/DAX-1 repression relief; inhibition, % at 6.8 µM; 370,000 compounds, 1.1% hits; AID 652010, 2013;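 active means inhibition above the mean over all tested compounds plus 3 SD, cut at about 3.6% in these data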;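 further: 0% = DAX-1 cells with DMSO and 100% = cells lacking DAX-1 with DMSO; higher inhibition means more luminescence from relief of DAX-1 repression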
FXN GAA850 act = FXN promoter activators, primary screen, cell-based, luciferase luminescence, HEK293 lucGAA850; AID 540364, 2011; 360,000 compounds, 0.56% hits; HEK293 lucGAA850 FXN promoter luciferase reporter, 24 h; percent of 10 µM SAHA response; activation, % at 6 µM;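 active means activation above the average of all compounds screened plus 3 SD, cutoff fixed separately per campaign, cut at about 7.5% in these data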;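 further: 0% = DMSO wells and 100% = 10 µM SAHA wells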
sPLA2-III inh = human group III sPLA2 inhibitors, primary screen, biochemical, QFRET, BODIPY PC-A2 liposome substrate; 370,000 compounds, 0.56% hits; QFRET BODIPY PC-A2 liposome hydrolysis, fluorescence; AID 743126, 2013; Group 3 secretory phospholipase A2 (Homo sapiens), Q9NZ20; inhibition, % at 12.2 µM;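 active means inhibition above mean plus 3 SD of compounds lying within the high and low control bounds, cut at about 19% in these data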;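 further: 0% = median of test compound wells and 100% = no enzyme DMSO wells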
Target sequence (Q9NZ20 whole entry, looked up): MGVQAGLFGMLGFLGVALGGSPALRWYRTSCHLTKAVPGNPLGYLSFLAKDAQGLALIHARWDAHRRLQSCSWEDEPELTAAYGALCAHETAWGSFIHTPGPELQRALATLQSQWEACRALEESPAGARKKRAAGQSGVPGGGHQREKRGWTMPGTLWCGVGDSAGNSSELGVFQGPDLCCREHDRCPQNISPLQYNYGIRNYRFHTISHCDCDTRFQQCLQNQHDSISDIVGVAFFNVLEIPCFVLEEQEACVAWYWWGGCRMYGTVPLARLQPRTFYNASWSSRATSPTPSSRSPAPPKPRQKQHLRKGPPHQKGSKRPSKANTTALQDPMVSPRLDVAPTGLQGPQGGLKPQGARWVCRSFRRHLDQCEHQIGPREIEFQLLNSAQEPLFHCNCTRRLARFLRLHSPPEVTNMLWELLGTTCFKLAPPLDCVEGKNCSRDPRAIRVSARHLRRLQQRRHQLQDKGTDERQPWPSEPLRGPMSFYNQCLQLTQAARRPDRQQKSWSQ
hcDAF12 agonist = H. contortus DAF-12 nuclear receptor activators, primary screen, cell-based, luminescence, HEK293, lit1-tk-luc reporter | HEK293 hcDAF-12 lit1-tk-luc reporter; 0% DMSO, 100% Δ7-dafachronic acid | activation, % at 6.8 µM | 370,000 compounds, 1.4% hits;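 active means activation above the mean of all tested compounds plus 3 SD, cut at about 5.5% in these data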;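 further: 100% = response to 3 µM Δ7-dafachronic acid high control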
* hit, by the source's call; i = inactive; nt = not tested or not shown. Compounds as they come; overall some 7% were active at least once.

SMILES | PG9 binder | ssDAF12 agonist | PLC-beta3 inh | hgDAF12 agonist | SMARCA2 act | DAX1 inh-1 | Rev-erbA mod | DAX1 inh-2 | FXN GAA850 act | sPLA2-III inh | hcDAF12 agonist
O=C(O)c1ccc(COCC(F)(F)C(F)F)o1 | 0.4 | -0.9 | 1 | 3.5 | -1 | 0.4 | -4 | 0.0 | -0.5 | 5 | -0.8
CC1CCN(S(=O)(=O)c2ccc(NC(=O)CCNC(=O)c3ccc(Cl)cc3)cc2)CC1 | 0.9 | -0.8 | -6 | 5.0 | -2 | 0.5 | -3 | -0.5 | -0.6 | 1 | 2.0
Cc1cccc(N2CCN(C(=S)c3ccc(-c4ccccc4[N+](=O)[O-])o3)CC2)c1 | -1.2 | -0.5 | -21 | -0.8 | -2 | 2.2 | 0 | -0.1 | 2.3 | 14 | 3.0
COc1ccccc1NC(=O)CN1CCC(n2nnc3cc(F)ccc32)CC1 | -4.7 | -1.2 | 3 | -2.3 | 2 | -0.8 | -2 | 0.0 | -0.4 | 1 | -2.9
CCOCc1nnc(NC(=O)CSCc2ccccc2)s1 | -0.5 | -2.0 | -1 | 1.0 | -1 | 0.9 | -3 | 0.2 | 1.3 | 6 | -2.4
NC(CO)c1csc(NC(=O)Nc2ccccc2Cc2ccccc2)n1 (stereo not given) | -1.6 | -0.3 | 10 | 0.4 | -4 | nt | 1 | 0.3 | 1.6 | 11 | -0.8
N#Cc1c(NC(=O)CCCl)sc2c1CCCCC2 | -1.1 | -1.5 | -2 | 1.6 | 7 | 1.1 | -1 | -1.0 | -4.6 | 2 | -1.8
CN(C)[C@@H](CO)c1nnc([C@H](Cc2ccc(O)cc2)NC(=O)C2CCNCC2)o1 | -1.3 | -1.3 | -1 | -1.7 | 1 | 0.2 | 3 | 0.0 | 0.9 | 8 | -0.8
CC(C)CN1CCC(C(=O)NCC2CCCO2)CC1 (stereo not given) | -0.6 | -0.8 | 3 | -0.2 | 2 | -0.3 | 7 | -0.1 | -0.7 | 1 | -0.1
Cc1cc(-n2c(C)cc(C(=O)CCl)c2C)no1 | -1.0 | -0.2 | -5 | -2.0 | -2 | 0.7 | 0 | -1.8 | -1.3 | -2 | 0.2
COc1cc(C(=O)Nc2cccc(-c3nc4cc(C)cc(C)c4o3)c2)cc(OC)c1OC | -0.2 | -1.0 | 1 | -0.8 | 0 | -1.4 | 4 | -0.6 | 1.0 | 1 | -0.5
CC(=O)c1cccc(NC(=O)N2C3CCC2CC(NC(=O)Nc2ccccc2)C3)c1 (stereo not given) | -0.5 | -1.7 | -2 | 2.5 | 3 | -0.1 | 4 | -0.7 | 1.7 | -2 | -1.7
COCCNC(=O)CN1C(=O)CSc2cc(S(=O)(=O)N3CCCCCC3)ccc21 | -0.7 | -1.6 | 3 | -0.3 | -3 | 0.8 | -2 | 0.1 | 0.8 | 1 | 1.7
N#Cc1c(/N=C/c2ccccc2)oc(-c2ccccc2)c1-c1ccccc1 | -0.4 | -1.4 | -49 | 0.8 | -2 | 0.0 | 2 | -0.5 | -2.0 | -7 | -1.4
CC(C)(C)C(=O)NC1CCN(S(=O)(=O)c2cccc(C(F)(F)F)c2)CC1 | 0.1 | -0.8 | 1 | 0.0 | -3 | -0.4 | -2 | 0.6 | 0.5 | 2 | -0.5
Cc1cc2c(cc1S(=O)(=O)N(C)Cc1ccccc1)OCC(=O)N2 | 1.0 | -1.7 | 3 | -2.7 | -1 | -0.3 | -1 | -1.8 | -0.2 | -8 | -2.5
Cn1cnc2c1c(=O)n(Cc1ccc(Cl)cc1Cl)c(=O)n2C | -2.5 | -1.2 | -2 | -1.3 | 0 | -0.7 | 2 | -0.3 | 4.4 | -1 | -2.8
C[C@H]1CN([C@@H](C)CO)S(=O)(=O)c2ccc(Br)cc2O[C@H]1CN(C)C(=O)c1ccccc1F | -2.6 | -0.6 | 2 | -0.8 | -3 | nt | 2 | -1.0 | nt | 10 | -0.4
CC(=O)c1cccc(NC(=O)C(C)OC(=O)C2=NNC(=O)CC2)c1 (stereo not given) | -2.4 | -1.5 | 3 | 1.2 | 7 | 0.0 | -3 | -0.5 | -0.4 | -5 | 2.2
CCc1c(C)sc(NC(=O)c2noc(C)c2[N+](=O)[O-])c1C#N | -0.5 | -0.6 | 4 | -3.4 | 2 | 0.5 | -1 | -0.4 | -0.4 | 8 | -0.5
CC1CCCC(C)N1C(=O)COC(=O)c1ccccc1O (stereo not given) | 0.4 | 0.4 | -3 | -0.2 | 1 | 1.3 | -10 | 1.1 | 2.4 | 1 | -0.2
CC(=O)c1ccc(Nc2nc(=O)c3cccnc3s2)cc1 | 0.5 | -0.3 | -4 | 9.1 | 2 | 2.1 | -8 | -0.1 | 2.2 | -1 | 2.5
Nc1ccc(C#Cc2ccc3c(=O)c4ccccc4oc3c2)cc1 | 0.9 | -1.1 | i | 2.4 | 3 | 0.8 | -5 | -0.7 | 1.8 | -1 | 0.5
Cc1cn(CC(=O)N2CCN(c3ccccn3)CC2)c(=O)[nH]c1=O | -0.5 | -1.4 | -2 | 0.0 | -1 | -0.7 | -3 | 0.5 | 1.2 | 6 | 0.2
CCOc1ccc(Br)cc1C(=O)Nc1ccc(C(=O)NCC(C)C)cc1 | 24* | -0.9 | -3 | -0.3 | -2 | -1.2 | 6 | -0.2 | 1.2 | 14 | 1.6

2 entries drawn at random from the list so far:
SMILES | PG9 binder | ssDAF12 agonist | PLC-beta3 inh | hgDAF12 agonist | SMARCA2 act | DAX1 inh-1 | Rev-erbA mod | DAX1 inh-2 | FXN GAA850 act | sPLA2-III inh | hcDAF12 agonist
CCOc1ccc(Br)cc1C(=O)Nc1ccc(C(=O)NCC(C)C)cc1 | 24* | -0.9 | -3 | -0.3 | -2 | -1.2 | 6 | -0.2 | 1.2 | 14 | 1.6
COCCNC(=O)CN1C(=O)CSc2cc(S(=O)(=O)N3CCCCCC3)ccc21 | -0.7 | -1.6 | 3 | -0.3 | -3 | 0.8 | -2 | 0.1 | 0.8 | 1 | 1.7

(further entries)
SMILES | PG9 binder | ssDAF12 agonist | PLC-beta3 inh | hgDAF12 agonist | SMARCA2 act | DAX1 inh-1 | Rev-erbA mod | DAX1 inh-2 | FXN GAA850 act | sPLA2-III inh | hcDAF12 agonist
COc1ccccc1C(NC(C)=O)c1cc(Cl)c2cccnc2c1O (stereo not given) | -1.7 | -1.5 | 2 | 0.6 | -1 | 0.2 | -1 | -0.5 | -1.6 | 0 | 0.1
COc1ccc(Cc2nnc(N)s2)cc1OC | 0.7 | -0.9 | 5 | 1.2 | -2 | -0.1 | -8 | -0.3 | -0.7 | 7 | 0.3
CC(C)C[C@H]1CN(CCCC[C@H]2CNC(=O)C(=O)N2CCC2CCCCC2)C(=O)C(=O)N1CCC1CCCCC1 | -0.8 | -0.5 | 5 | 0.8 | 4 | nt | -1 | 0.2 | nt | -2 | 0.9
Cc1ccccc1NC(=O)CN1C(=O)N/C(=C\c2cccn2-c2cccc(C(=O)O)c2)C1=O | -4.9 | -1.1 | 0 | -1.4 | 4 | 0.3 | -2 | 0.2 | 0.3 | -12 | -2.1
COC(=O)c1c(NC(=O)CSc2nnnn2C)sc(C)c1C | 0.5 | -0.8 | 1 | -0.8 | 1 | -0.5 | -7 | 0.2 | -0.4 | -23 | -0.7
O=C(CN1C(=O)C(=O)N(Cc2ccccc2)C1=O)c1ccc[nH]1 | -0.6 | -1.1 | -11 | 3.0 | 0 | 1.0 | -6 | 0.6 | 3.0 | 2 | 1.4
O=C(NC1CCCCN(Cc2cccc(Cl)c2)C1=O)C1CCCCC1 (stereo not given) | nt | -0.8 | 0 | -0.9 | -2 | nt | 5 | -0.4 | nt | 7 | -2.4
CSc1nnc(NC(=O)c2cc3ccccc3oc2=O)s1 | -0.4 | -1.5 | 2 | 1.7 | 2 | 0.1 | -7 | 0.4 | -1.2 | 0 | -0.8
NC(=O)C(c1ncc(C(F)(F)F)cc1Cl)c1c(Cl)cccc1Cl (stereo not given) | 1.8 | -0.9 | 0 | -1.3 | -2 | 1.4 | -1 | 0.1 | -0.3 | 0 | 1.1
Cc1ccc(S(=O)(=O)c2nc(Cc3ccccc3)oc2N2CCOCC2)cc1 | -1.2 | -1.0 | -4 | 0.8 | -3 | -0.1 | -4 | 1.5 | 0.1 | 14 | -0.6
O=C(O)CCCNS(=O)(=O)c1ccc(Br)s1 | 1.0 | -0.6 | 0 | -0.1 | 3 | -0.4 | 7 | 1.1 | 0.3 | 4 | -0.7
COc1ccccc1C(=O)NC1CCCCN(Cc2cccc(F)c2)C1=O (stereo not given) | nt | -1.1 | -1 | 2.9 | 0 | nt | -11 | -0.6 | nt | -4 | -3.1
CC1(C(=O)NS(=O)(=O)C2CC2)CCN(C(=O)c2ccc(F)c(Cl)c2)C1 (stereo not given) | -2.5 | -0.9 | 0 | 1.8 | 4 | nt | 14 | 0.3 | -0.6 | -2 | -2.2
COCCNC(=O)Cn1nc(C)c([N+](=O)[O-])c1C | -0.3 | -1.6 | 3 | 5.4 | -3 | 0.3 | 2 | 0.3 | 1.4 | 2 | 0.7
N/C(=N\OC(=O)c1ccccc1F)c1ccc([N+](=O)[O-])cc1 | -2.7 | -1.5 | 1 | 0.9 | 4 | 1.1 | -1 | 0.4 | 1.7 | 4 | -1.4
CN(C)N1C(=O)c2c(Cl)c(Cl)c(Cl)c(Cl)c2C1=O | -0.3 | -0.7 | -1 | 5.1 | -3 | 0.9 | -7 | -0.8 | 1.0 | 15 | 0.9
CN(C)N1C(N)=C(C#N)C(c2cccnc2)C2=C1CC(C)(C)CC2=O (stereo not given) | -1.9 | -1.2 | 3 | -2.4 | -1 | -0.6 | 1 | -0.3 | -0.1 | -3 | -1.2
CCn1cc(CN2CCCC(C(=O)Nc3cccc(-n4cccn4)c3)C2)cn1 (stereo not given) | 0.3 | -0.4 | 2 | 4.2 | -3 | 0.2 | 0 | -0.8 | -1.5 | 2 | 1.1
COc1cc(CCN2C(=O)c3cccc4cccc(c34)C2=O)c(S(=O)(=O)N2CCC(C)CC2)cc1OC | -3.3 | -0.6 | 2 | -1.6 | 1 | -0.7 | 9 | 0.8 | 1.8 | 0 | 4.4
Cc1ccc2cc(C#N)c(SCC(=O)NNC(=O)Cc3ccccc3)nc2c1 | 20* | -1.1 | -3 | 1.2 | 0 | -1.0 | 52* | 0.3 | 1.3 | 4 | 0.0
O=C(Nc1ccc(Cl)c(Cl)c1)C1CCN(C(=O)c2ccco2)CC1 | -0.6 | -1.5 | -1 | 3.9 | -2 | 1.6 | 4 | -0.8 | -1.9 | -15 | -0.5
